Source: PubChem BioAssay
NPY-Y2 PAM-ag: potentiates or activates human NPY-Y2 receptor | cells expressing NPY-Y2, potentiator/agonist read-out | P49146 | activation, % at 3.6 µM | hit rate 0.45% among 220,000; in the data active means activation above about 27%;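 further: cells stimulated with NPY near EC25 plus isoproterenol at EC100; 0% = vehicle plus submaximal agonist and 100% = vehicle plus saturating agonist; some results beyond the cut were filed as inactive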
NPY Y1 blocker: antagonists of human neuropeptide Y receptor Y1; HEK293-CNG Y1 cells, membrane potential fluorescence; NPY at EC95, then isoproterenol; inhibition, % at 3.6 µM; hit rate 1% among 200,000;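 active means inhibition above the campaign mean inhibition of all tested compounds plus 3 SD, cut at about 20% in these data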;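 further: 0% = DMSO wells given NPY plus isoproterenol and 100% = isoproterenol alone without NPY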
Target sequence (P25929 whole entry, looked up): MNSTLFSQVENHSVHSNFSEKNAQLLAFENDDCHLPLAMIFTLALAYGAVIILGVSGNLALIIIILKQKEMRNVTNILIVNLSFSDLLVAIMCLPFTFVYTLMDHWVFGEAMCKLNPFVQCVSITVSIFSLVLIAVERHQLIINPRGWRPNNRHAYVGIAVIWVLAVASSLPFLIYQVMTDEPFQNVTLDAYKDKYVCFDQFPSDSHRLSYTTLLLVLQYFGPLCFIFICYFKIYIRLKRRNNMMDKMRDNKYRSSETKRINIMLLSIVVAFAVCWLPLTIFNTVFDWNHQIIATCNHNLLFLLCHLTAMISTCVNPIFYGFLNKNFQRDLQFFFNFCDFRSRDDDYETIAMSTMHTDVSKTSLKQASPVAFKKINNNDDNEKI
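Assay system: HEK293 Y1/CNG channel cell line; Doses: single compound dose of 3.6 µM, 0.4% DMSO; Timing: dye 3 h, compound 60 min room temperature, stimulation 45 min; Technique: Membrane-potential fluorescent dye readout; Measure: % inhibition of NPY effect.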
p97 ATPase inh: human p97 ATPase inhibition | recombinant p97 ATPase, Kinase-Glo ATP luminescence, 3 h | inhibition, % at 8 µM | hit rate 0.42% among 220,000 | AID 1481; in the data active means inhibition above about 15%;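 further: 0% = DMSO vehicle and 100% = wells lacking enzyme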
S1P4 antagonist: antagonists of human S1P4 receptor | S1P4-expressing cells, antagonist mode, reporter read-out | O95977 | hit rate 0.26% among 220,000 | inhibition, % at 4.98 µM; in the data active means inhibition above about 29%;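 further: 0% = wells stimulated with agonist and 100% = vehicle wells without agonist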
Target sequence (O95977 whole entry, looked up): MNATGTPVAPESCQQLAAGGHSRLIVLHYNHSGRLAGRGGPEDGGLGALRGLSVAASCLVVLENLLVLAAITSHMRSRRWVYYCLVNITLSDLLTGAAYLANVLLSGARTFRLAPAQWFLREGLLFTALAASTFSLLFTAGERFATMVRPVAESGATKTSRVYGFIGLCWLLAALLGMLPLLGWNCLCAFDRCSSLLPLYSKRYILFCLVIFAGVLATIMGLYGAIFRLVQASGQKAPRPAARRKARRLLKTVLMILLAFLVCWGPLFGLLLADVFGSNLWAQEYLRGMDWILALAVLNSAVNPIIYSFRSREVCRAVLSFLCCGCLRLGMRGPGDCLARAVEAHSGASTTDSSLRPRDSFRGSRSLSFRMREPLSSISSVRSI
NPY-Y1 PAM-ag: potentiates or activates human NPY-Y1 receptor | P25929 | NPY-Y1 expressing cells, potentiator/agonist activation | activation, % at 3.6 µM | hit rate 0.37% among 220,000 | AID 1304; in the data active means activation above about 33%, passing the limit was not always enough;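 further: cells stimulated with NPY at EC10 then isoproterenol at EC100; 0% = low agonist plus stimulus and 100% = saturating agonist plus stimulus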
eIF4E 4G PPI: inhibitors of eIF4E and eIF4G interaction in translation initiation; hit rate 0.37% among 220,000; TR-FRET eIF4E-eIF4GI(517-606) binding, 2 h; inhibition, % at 21.7 µM; AID 782;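 active means inhibition above about 30%, limit read from the data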;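 further: 0% = full FRET control wells and 100% = background wells lacking eIF4GI fragment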
EP2 mod: EP2 receptor (human) modulation; induction, % at 25 µM; EP2-expressing cells, cAMP HTRF FRET, PGE2 co-stimulation; P43116; hit rate 0.83% among 260,000;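 active means compounds whose cAMP rise, as percent of the full-agonist control response, exceeds 60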;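 further: rat C6 glioma line stably carrying human EP2 under a CMV promoter; the protocol text gives 20 µM as final concentration; 100% = response of wells given 1 µM PGE2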
S1P4 ag: activates the human S1P4 receptor; S1P4-expressing cell line, agonist reporter assay; activation, % at 4.98 µM; hit rate 0.35% among 220,000; AID 1509; in the data active means activation above about 11%;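 further: 0% = DMSO vehicle and 100% = reference agonist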
EP2 antag: inhibitors of human EP2 prostaglandin E2 receptor. P43116. inhibition, % at 25 µM. hit rate 0.52% among 260,000. AID 1422. C6 glioma cells expressing human EP2, cAMP TR-FRET; cells stimulated with saturating PGE2;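 active means percent inhibition above 40 after rounding to a whole number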;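 further: rat C6 glioma host cells with rolipram phosphodiesterase inhibitor present; the protocol text gives 20 µM as final concentration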
Starred values were filed as active, the others as inactive; nt = not tested or not shown; [ ] = another dose, or the depositor's remark. Only part of the results is shown (hit frequency here may not be typical).

SMILES	NPY-Y2 PAM-ag	NPY Y1 blocker	p97 ATPase inh	S1P4 antagonist	NPY-Y1 PAM-ag	eIF4E 4G PPI	EP2 mod	S1P4 ag	EP2 antag
COC(=O)c1ccccc1NC(=O)c1cccs1	3	0	4	4	-29	3	39	0.8	8
Cn1c(=O)c2[nH]c(CN(Cc3ccccc3)Cc3ccccc3)nc2n(C)c1=O	-6	9	7	4	-10	-4	-1	-0.2	nt
O=C(O)COn1c(-c2ccccc2)nc2ccc([N+](=O)[O-])cc21	-6	7	-6	-16	-13	21	2	1.9	8
COc1ccc(C(NC(=O)c2ccc(-c3ccccc3)cc2)c2ccccc2)cc1 (configuration not stated)	-15	6	1	-12	-3	-13	4	-1.6	nt
COc1ccccc1CNC(=O)C1CCCN1S(=O)(=O)c1cccc2cccnc12 (configuration not stated)	4	-1	5	-10	-1	5	1	-1.0	21
O=C(CCOc1ccccc1)Nc1ccccc1[N+](=O)[O-]	7	2	3	2	-8	-3	-15	3.3	6
CCOC(=O)c1ccc(NC(=O)C(=O)NCc2ccccn2)cc1	-4	5	8	3	-1	2	-13	0.3	6
COc1ccc(OC)c(S(=O)(=O)N2CCN(c3c(C)cccc3C)CC2)c1	10	-3	-2	-20	18	73*	-7	4.5	9
O=C(N/N=C/c1ccc[nH]1)c1ccc2c(c1)OCO2	-8	-3	2	-3	-18	-1	-13	1.3	7
O=C(NC(=O)c1ccccc1F)Nc1nc(-c2cccs2)cc(C(F)(F)F)n1	1	-3	4	1	-8	3	10	0.5	7
CC(C)c1ccc(-c2c(C#N)c(N)nc(SCC(=O)N3CCCCCC3)c2C#N)cc1	-6	4	-1	4	-5	-52[fluorescence artefact?]	58	2.1	16
O=C(CSc1nnc(-c2cnccn2)n1Cc1ccco1)c1ccc(Cl)cc1	-4	4	-1	-4	-31	0	15	0.5	7
COc1cc2c(cc1OC)CN(c1nc(CN3CCCCC3)nc3sc4c(c13)CCCC4)CC2	-15	23*	2	0	-69	-5[fluorescence artefact?]	17	-0.5	6
CC(=O)c1ccc(-n2nncc2C)cc1	-3	0	-2	-19	26	5	-1	0.1	12
O=C1CC(c2ccc(S(=O)(=O)NC3CC3)cc2)CN1 (configuration not stated)	-4	2	1	4	9	4	8	2.4	5
Cc1cc(/C=c2/sc3nc4ccccc4n3c2=O)c(C)n1-c1ccccn1	27	-3	-2	-14	27	-7	-26	25*	13
CS(=O)(=O)Nc1ccc(C2=NN(C(=O)c3ccco3)C(c3ccccc3)C2)cc1 (configuration not stated)	24	-5	6	1	17	1	-13	2.2	7
Cc1noc(NS(=O)(=O)c2ccc(N/C=C\C(=O)c3ccc(F)cc3)cc2)c1C	18	3	3	-4	2	0	18	0.6	3
O=C(COC(=O)c1n[nH]c(=O)c2ccccc12)c1ccc(Cl)cc1	-1	1	1	-4	-15	1	10	-0.2	nt
Cc1nn(C(=O)CNC(=O)c2ccccc2)c(C)c1C	1	3	-2	5	-6	-2	3	1.1	9
CC1(C)Cc2c(ccc3ccccc23)C(c2cc3ccccc3oc2=O)=N1	10	-1	-9	-28	15	-6	13	0.8	3
c1ccc(-c2cc3c(nn2)CCc2nonc2-3)cc1	-9	-2	6	-2	-6	3	6	1.3	14
Cc1ccc(-c2nc(SCC(=O)Nc3ccccc3OC(F)F)c3c(C)c(C(=O)O)sc3n2)cc1	-13	nt	5	-1	9	35*	44	-0.4	12
CCOC(=O)C(Cc1ccc(NC(=O)/C(=C/c2ccccc2)NC(=O)c2ccccc2)cc1)N1C(=O)c2ccccc2C1=O (configuration not stated)	-42	8	2	-12	-16	-32	-22	-1.2	8
CC(=O)c1c(O)c(C)c(-c2ccccc2)n(-c2ccccc2)c1=O	-24	5	0	-4	4	-4	26	1.8	12
CC1CCN(C(=O)c2ccc3c(c2)OCCO3)CC1	4	1	4	-16	-14	-6	11	2.4	17
CCN1C(=O)CC(Sc2ccccc2C(=O)O)C1=O (configuration not stated)	9	-6	2	-15	7	-1	13	-3.0	7
CCOC(=O)c1cnn(C(=O)c2ccccc2)c1N	6	8	-3	-20	0	45*[fluorescence artefact?]	11	-0.2	1
CCc1cccc(NC(=O)NC2CCCCC2)c1	3	4	-2	-7	-20	-1	-22	0.8	2
O=C(O)Cn1cc(C(=O)c2cccs2)c2ccccc21	20	-1	7	6	-5	9[fluorescence artefact?]	32	-0.5	8
COc1ccc(N=C2SC(CC(=O)Nc3ccccc3)C(=O)N2CCc2ccccn2)cc1 (configuration not stated)	7	-3	-1	2	-12	0	-10	4.6	5
O=C(NCc1ccc(F)cc1)c1cc(S(=O)(=O)N2CCOCC2)ccc1F	8	-6	3	-5	13	-1[fluorescence artefact?]	7	0.6	8
N#CC1=C(N)N2C(=C(C#N)C13CCN(Cc1ccccc1)CC3)Nc1ccccc12	-2	7	3	-13	0	3	-23	0.1	10
O=C(Nc1ccccc1)N1CCSc2cc(Cl)ccc21	-15	0	1	-12	-9	0[fluorescence artefact?]	17	-2.7	1
CCOC(=O)NN1C(=O)c2ccccc2NC1c1ccccc1O (configuration not stated)	0	-2	4	-14	-7	-2	-11	-0.5	9
Cc1cccc(NC(=O)COc2ccccc2C)n1	-2	3	0	-2	-1	-1	-12	-1.4	-2
CNS(=O)(=O)c1ccc(C)cc1	3	6	-3	-1	-12	3	-5	0.6	9
Cc1cc(N2CCN(C)CC2)nc2ccc(NC(=S)NCCN3CCc4ccccc4C3)cc12	-5	-1	2	-1	4	1	-93	0.7	8
CCc1ccccc1NC(=S)NCc1ccc2c(c1)OCO2	-5	3	4	1	4	1	-19	0.1	6
CCOC(=O)c1ccc(N=C2SC(C(=O)NC)CC(=O)N2CCc2ccccc2)cc1 (configuration not stated)	-5	nt	-2	-16	12	-2	2	-1.5	9
COc1cc(OC)cc(C(=O)Nc2ccc(-n3cnnn3)c(C)c2)c1	-7	8	-5	-3	-6	2	26	-1.3	nt
Cc1nn(Cc2c(Cl)cccc2Cl)c(Cl)c1/C=N/NC(=O)c1cccnc1	-15	2	-2	-12	-8	13	-24	1.9	6
COc1ccc2[nH]c(=O)c(CN(Cc3ccc(C)cc3)Cc3nnnn3CC3CCCO3)cc2c1 (configuration not stated)	-14	5	-2	-9	4	0	16	-0.3	17
CCOc1cc(CNCc2ccccn2)cc(Cl)c1OCC	-19	7	-2	3	14	-5	-11	2.6	5
COC(=O)c1ccc(CSc2nnc(N)s2)cc1	11	4	2	-14	2	-2[fluorescence artefact?]	-34	-0.4	1
CC1=C(C(=O)OCC2CCCO2)C(c2ccncc2)C2=C(CCCC2=O)N1 (configuration not stated)	2	-3	-8	3	-5	-2	26	0.4	nt
O=C(OCC(=O)N1CCCc2ccccc21)c1cccnc1Cl	16	1	4	2	-1	-1[fluorescence artefact?]	-7	1.4	6
CCN1C(=O)C(CC(=O)Nc2ccccc2)N(Cc2ccccn2)C1=S (configuration not stated)	8	-3	0	1	8	-3	-33	2.3	7
O=C(CN1CCN(Cc2ccc(Cl)cc2)CC1)N/N=C/c1ccncc1	0	5	-5	-52	5	-2	1	-0.8	6
CCC1C(c2ccccc2)N(C)C(c2ccccc2)CC1(O)c1ccccc1 (configuration not stated)	-18	7	2	-3	-14	0	39	0.4	7
OC1(c2ccc(OC(F)F)cc2)CSC(=Nc2cccnc2)N1C1CC1 (configuration not stated)	23	3	-1	-29	-10	-3	2	1.3	25
CCOCCCNC(=O)c1cc(Sc2nnc(C)s2)nc2ccccc12	-6	nt	-1	9	-9	2	-6	-1.7	7
O=C(Nc1cccnc1)Nc1ccccn1	-1	8	-2	3	-17	0[fluorescence artefact?]	-8	0.5	14
O=C(NCCCN1CCc2ccccc2C1)C1CCN(c2nnc(-n3cccc3)s2)CC1	4	6	5	-5	0	-5	0	-0.2	7
O=C(O)c1ccccc1NC(=S)NC(NC(=O)c1ccccc1[N+](=O)[O-])C(Cl)(Cl)Cl (configuration not stated)	0	0	-3	0	20	12	34	-0.6	3
Cc1ccc(SCC(=O)NCCC2=CCCCC2)cc1	-7	5	-1	-9	-30	4	9	2.5	11
CNc1ccccc1C(C)(C)c1cc(-c2ccc(F)cc2)no1	19	-9	0	-25	34	2[fluorescence artefact?]	38	3.3	2
Cc1ccc(-c2nc(NCC3CCCO3)sc2C)cc1 (configuration not stated)	8	4	3	-4	8	2	-12	1.2	7
COc1ccccc1CNc1n[nH]c(NCc2ccccc2OC)n1	11	-10	4	7	26	-3	-10	-2.5	9
COC(=O)c1nc(N)sc1-c1ccc(Cl)cc1	6	1	-4	-14	11	-1	16	1.5	6
O=C(CC1C(=O)NCCN1CC1CCCCC1)NC1(c2ccccc2)CC1 (configuration not stated)	-11	2	-3	5	-7	-2	2	-0.2	4
